NPY1 pot ag = NPY-Y1 receptor potentiators or agonists, primary screen, cell-based; 220,000 tested, 0.37% active; activation, % at 3.6 µM; NPY-Y1 expressing cells, potentiator/agonist activation; Neuropeptide Y receptor type 1 (Homo sapiens), P25929; in the data active means activation above about 33%, passing the limit was not always enough;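 further: cells stimulated with NPY at EC10 then isoproterenol at EC100; 0% = low agonist plus stimulus and 100% = saturating agonist plus stimulus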
Runt-SMMHC FRET = inhibitors of RUNX1 Runt–CBFb-SMMHC binding, primary screen, biochemical, FRET, Cerulean-Runt, Venus-CBFb-SMMHC, uHTS. Runt-related transcription factor 1 (Homo sapiens) + Core-binding factor subunit beta …. Cerulean-Runt/Venus-CBFb-SMMHC FRET ratio 530/480, 1 h. 220,000 tested, 0.74% active. inhibition, % at 20 µM;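 active means mean inhibition across duplicate retests at 20 µM reaching about 50%, limit read from the data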;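 further: 0% = DMSO wells and 100% = wells with excess untagged CBFb-SMMHC; inhibitors lower the FRET ratio by blocking Runt binding to CBFb-SMMHC; some results filed as inactive read as strong as hits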
Runt-CBFb FRET = inhibitors of RUNX1 Runt–CBFb binding, primary screen, biochemical, FRET, Cerulean-Runt, Venus-CBFb, uHTS | Runt-related transcription factor 1 (Homo sapiens) + Core-binding factor subunit beta … | Cerulean-Runt/Venus-CBFb FRET ratio 530/480, 1 h | inhibition, % at 20 µM | 220,000 tested, 0.46% active | AID 1496, 2009;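 active means inhibition over about 50% at 20 µM in the single-dose screen, limit read from the data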;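 further: 0% = DMSO wells and 100% = excess unlabeled CBFb competitor control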
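Assay system: Cerulean-tagged RUNX1 Runt domain (FRET donor) fusion protein / Amount: 100 nM each of Venus-CBFb and Cerulean-Runt domain / Medium: Tris buffer pH 7.5 with salts and BSA / Also added: Venus-CBFb 100 nM / Schedule: 1 h complex formation plus 1 h compound treatment, room temperature / Signal: FRET fluorescence / Read-out: loss of energy transfer signal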
NPY2 pot ag = NPY-Y2 potentiators or agonists, primary screen, cell-based. activation, % at 3.6 µM. Neuropeptide Y receptor type 2 (Homo sapiens), P49146. 220,000 tested, 0.45% active. AID 1359, 2008. cells expressing NPY-Y2, potentiator/agonist read-out; in the data active means activation above about 27%;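 further: cells stimulated with NPY near EC25 plus isoproterenol at EC100; 0% = vehicle plus submaximal agonist and 100% = vehicle plus saturating agonist; some results beyond the cut were filed as inactive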
MDM2 E3 inh = MDM2-luciferase reporter signal enhancers, primary screen, MDM2 E3 ligase inhibitor project, cell-based, luminescence, 1536-well. cell-based MDM2 ubiquitination luciferase reporter, 2 h; 0 = plate control, 100 = twice control, blank-subtracted. 210,000 tested, 0.11% active. signal enhancement, % at 5 µM;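 active means signal enhancement of 30% or more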;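 further: luminescence tracks abundance of the self-degrading MDM2-luciferase fusion protein; higher signal means inhibition of MDM2 E3 ligase activity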
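Assay system: mammalian cells stably expressing self-ubiquitinating, self-degrading MDM2 E3–luciferase fusion. Quantity: 2000 cells in each well. Medium: DMEM culture medium. Compound dosing: single-point 5 µM. Timing: cell settling 4 h, compound treatment 2 h, both 37 °C. Technique: luciferase luminescence. Read-out basis: percent signal gain over controls, blank-subtracted. Benchmarks: plate controls and plate blanks.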
NPY Y1 blocker = NPY-Y1 receptor antagonists, primary screen, cell-based | HEK293-CNG Y1 cells, membrane potential fluorescence; NPY at EC95, then isoproterenol | 200,000 tested, 1% active | Neuropeptide Y receptor type 1 (Homo sapiens), P25929 | inhibition, % at 3.6 µM;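 active means inhibition above the campaign mean inhibition of all tested compounds plus 3 SD, cut at about 20% in these data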;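 further: 0% = DMSO wells given NPY plus isoproterenol and 100% = isoproterenol alone without NPY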
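Material: HEK293 Y1/CNG channel cell line; also added: NPY (25 nM), isoproterenol (1 µM), Ro 20-1724 (25 µM); doses: one concentration, 3.6 µM, in 0.4% DMSO; schedule: compound incubation 1 h at room temperature, readout 45 min post-stimulation; technique: membrane potential fluorescence; measure: fluorescence ratio normalized to % inhibition between controls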
Hck Nef HTS = inhibitors of Nef-activated human Hck kinase, primary screen, biochemical, Z-Lyte FRET, 384-well, Hck-YEEI; Tyrosine-protein kinase HCK (Homo sapiens), P08631; Recombinant Hck-YEEI plus Nef, Z-Lyte FRET kinase assay; inhibition, % at 20 µM; 220,000 tested, 0.68% active; AID 463187, 2010;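 active means Hck-Nef kinase inhibition above about 50%, limit read from the data; inactive means inhibition below that limit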;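 further: 0% = DMSO with Hck plus Nef and 100% = Hck alone without Nef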
p97 ATPase inh = inhibitors of human p97 ATPase, primary screen, biochemical; Transitional endoplasmic reticulum ATPase (Homo sapiens), P55072; recombinant p97 ATPase, Kinase-Glo ATP luminescence, 3 h; AID 1481, 2009; inhibition, % at 8 µM; 220,000 tested, 0.42% active; in the data active means inhibition above about 15%;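 further: 0% = DMSO vehicle and 100% = wells lacking enzyme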
Target sequence (P55072 whole entry, looked up): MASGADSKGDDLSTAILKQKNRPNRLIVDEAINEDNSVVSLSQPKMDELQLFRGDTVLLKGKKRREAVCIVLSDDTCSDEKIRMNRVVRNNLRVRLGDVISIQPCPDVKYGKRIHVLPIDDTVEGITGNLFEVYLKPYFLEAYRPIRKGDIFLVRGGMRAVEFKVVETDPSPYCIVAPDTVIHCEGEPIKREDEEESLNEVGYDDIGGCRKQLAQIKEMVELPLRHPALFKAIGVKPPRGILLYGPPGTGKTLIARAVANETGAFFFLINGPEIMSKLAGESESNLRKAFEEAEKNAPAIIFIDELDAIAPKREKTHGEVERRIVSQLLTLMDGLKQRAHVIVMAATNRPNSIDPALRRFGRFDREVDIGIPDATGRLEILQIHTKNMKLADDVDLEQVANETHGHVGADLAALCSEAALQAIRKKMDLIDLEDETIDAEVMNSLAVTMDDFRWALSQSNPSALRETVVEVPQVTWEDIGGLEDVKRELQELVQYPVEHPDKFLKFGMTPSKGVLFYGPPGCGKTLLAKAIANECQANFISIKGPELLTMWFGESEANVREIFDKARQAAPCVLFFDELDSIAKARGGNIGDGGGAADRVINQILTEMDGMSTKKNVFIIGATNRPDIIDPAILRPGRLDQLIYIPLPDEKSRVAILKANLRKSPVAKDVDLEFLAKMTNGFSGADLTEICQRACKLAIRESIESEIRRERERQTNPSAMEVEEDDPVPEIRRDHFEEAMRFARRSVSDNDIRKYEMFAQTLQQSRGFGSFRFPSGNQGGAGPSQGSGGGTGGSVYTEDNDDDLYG
RBBP9 inhibitor = human RBBP9 inhibitors, primary screen, biochemical, fluorescence polarization, FP-Rh probe, HTS. Serine hydrolase RBBP9 (Homo sapiens), O75884. recombinant RBBP9. inhibition, % at 7.94 µM. 220,000 tested, 0.2% active;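 active means inhibition above the campaign mean of all tested compounds plus 3 SD, cut at about 14% in these data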;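 further: plate controls were DMSO wells with RBBP9 for no effect and wells lacking RBBP9 protein for full effect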
Target sequence (O75884 whole entry, looked up): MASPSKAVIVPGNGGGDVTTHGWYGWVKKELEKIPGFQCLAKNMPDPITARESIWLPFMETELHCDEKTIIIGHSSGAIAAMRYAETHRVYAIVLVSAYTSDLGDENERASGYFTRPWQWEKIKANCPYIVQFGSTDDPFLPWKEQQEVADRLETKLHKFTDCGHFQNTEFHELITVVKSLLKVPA
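Assay system: recombinant human RBBP9; Reagent: Serine-hydrolase probe FP-Rh, 375 nM pre-mixing; Doses: 7.94 µM single dose, 0.794% DMSO; Incubation: 30 min then 45 min, 25 °C; Detection: fluorescence polarization (mP), excitation 525 nm, emission 598 nm; Evaluation: percent inhibition from mP, scaled between DMSO and no-protein wells.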
Numbers without * were called inactive; nt = not tested or not shown.

item	canonical_smiles	NPY1 pot ag	Runt-SMMHC FRET	Runt-CBFb FRET	NPY2 pot ag	MDM2 E3 inh	NPY Y1 blocker	Hck Nef HTS	p97 ATPase inh	RBBP9 inhibitor
1	O=C1NC(=S)N(c2ccc(F)cc2)C(=O)/C1=C\c1ccoc1	5	5	11	1	-3	0	79*	9	-5
2	COc1ccc2[nH]cc(CCN(C)C)c2c1	-2	-4	-2	-7	-2	-4	-7	5	1
3	COc1ccccc1OCC(=O)N1CCN(Cc2ccc3c(c2)OCO3)CC1	2	-2	0	-6	0	5	20	-4	7
4	OC(c1ccncc1)(c1ccc(F)cc1)c1ccc(F)cc1	2	-1	-1	7	2	1	0	-2	-3
5	COP(=O)(Cc1ccc(C#N)o1)OC	14	-2	0	0	-1	nt	1	4	-1
6	Cc1ccn2nc(S(=O)(=O)Nc3c(F)cccc3F)nc2n1	-1	0	-3	14	11	-10	4	1	-9
7	CCN1CCN(Cc2ccc(C)cc2)CC1	5	1	0	-12	-21	9	-8	-3	-2
8	OC(Cn1c2ccccc2c2ccccc21)C[n+]1ccccc1 (stereo not given)	-16	4	nt	9	-3	-2	-1	-1	-4
9	CCOc1cc(C2C(C#N)=C(N)Oc3c2c(=O)oc2ccccc32)ccc1OC(=O)c1cccs1 (stereo not given)	-16	-5	-1	-1	-16	2	3	-4	-4
10	CCCCn1c(=O)c(C(=O)Nc2ccccc2)c(O)c2ccccc21	15	nt	nt	-1	6	3	17	3	0
11	CC/C(=N\Nc1cccc2ccccc12)c1c(O)[nH]c(=O)[nH]c1=O	-18	-5	-3	-1	-8	1	3	0	-3
12	C=CCn1c(O)c(/C=C/C=Nc2ccccc2)c(=O)[nH]c1=O	4	77*	39	5	-2	-6	4	2	6
13	CC(C)CCN1CCN(Cc2c(F)cccc2Cl)CC1CCO (stereo not given)	-29	0	-1	3	-3	6	24	-3	-2
14	Cc1nn(Cc2ccc(Cl)cc2Cl)c(Cl)c1C(=O)Nc1ccc(OC(F)F)cc1	-1	-1	-3	-1	-4	4	3	1	-10
15	CCOC(=O)C1=C(N)Oc2cc(C)oc(=O)c2C12C(=O)N1c3c(cccc32)C(C)=CC1(C)C (stereo not given)	23	-6	-1	13	1	-6	0	-4	-7
16	COc1cccc(-c2nc3ccc(N4CCN(C)CC4)cc3[nH]2)c1	4	-3	-1	8	-65	1	23	-3	0
17	CC(=NCc1ccc2c(c1)OCO2)c1c(O)n(-c2ccccc2)c(=O)[nH]c1=O	11	1	0	-18	2	nt	23	5	0
18	COC(=O)NC(=C(Cl)Cl)P(=O)(c1ccccc1)c1ccccc1	16	0	3	14	-8	nt	1	0	-9
19	CCNC(=S)N1CCn2cccc2C1c1cccnc1 (stereo not given)	12	-5	-3	12	-6	-2	16	3	0
20	O=C(c1ccc2c(c1)ncn2C1CCCCCC1)N1CCC2(CC1)OCCO2	-5	0	1	-6	-18	6	0	-2	-3
21	CCC(=O)N1N=C2C3CCN(CC3)C2C1c1ccc(C)cc1 (stereo not given)	-11	3	2	2	nt	-1	-14	-4	-4
22	CCOP(=S)(OCC)SCC(=O)NC(C(=O)O)C(C)C (stereo not given)	-17	-3	2	3	-8	2	3	-3	-3
23	C#CCNc1ccncc1S(=O)(=O)NC(=O)NC(C)C	-3	2	-4	-5	-8	2	6	-4	-11
24	CCN(CC)P(=O)(NC(=O)C(Cl)(Cl)Cl)N(CC)CC.[Cl-].[Cl-].[Cl-].[Nd+3]	-18	-4	-2	0	-8	0	0	3	4
25	O=c1[nH]c(=O)n(CCC2=CCCCC2)c(O)c1C=NCc1cccnc1	-8	-3	-1	-9	-6	5	2	-7	-8
26	CC(=Nc1c(C)n(C)n(-c2ccccc2)c1=O)c1c(O)n(Cc2ccccc2)c(=O)[nH]c1=O	-9	4	-4	1	2	-4	0	1	-3
27	COc1ccc(C2SCC(=O)Nc3c2c(C)nn3-c2ccccc2)cc1OC (stereo not given)	-6	0	-1	0	-22	0	1	-2	-4
28	Cc1ccc(-c2nc3ccccc3c(=O)n2-c2ccc(O)cc2)cc1	8	0	0	-23	-5	4	30	4	9
29	O=C1C2CCCN2C(c2ccncc2)N1c1ccc(Cl)c(Cl)c1 (stereo not given)	-6	4	-2	-4	-2	1	1	-3	-8
30	O=c1c2ccccc2nc(-c2ccco2)n1-c1ccncc1	-5	-4	2	4	-11	-2	2	6	8
31	CC(C)c1ccc(N2C(=O)NC(=O)/C(=C/c3cnc(-c4ccccc4)nc3)C2=O)cc1	0	1	0	1	-9	-1	6	-3	-4
32	CCC1C(c2ccccc2)NC(c2ccccc2)CC1(O)c1ccc(F)cc1 (stereo not given)	6	-1	3	-27	-16	nt	19	3	-7
33	CCC(=Nc1ccc2c(c1)CCC2)c1c(O)n(-c2ccc(OC)cc2)c(=O)[nH]c1=O	-5	-3	1	-17	-11	nt	20	-6	-12
34	O=C(c1ccc(Cl)cc1)C1CCCN(C2CCSCC2)C1 (stereo not given)	-1	0	0	6	11	6	20	8	-5
35	COc1cc(C=C2C(=O)NC(=O)NC2=O)cc(OC)c1OC	10	-3	0	10	-9	nt	11	5	0
36	CN1CCN(c2ccc([N+](=O)[O-])c(N/N=C3\CN4CCC3CC4)c2)CC1	11	-3	-1	11	-5	0	1	3	2
37	Cc1ccc(Cc2c(C)nc3nc(SCC(=O)N4CCC5(CC4)OCCO5)nn3c2C)cc1	-25	-1	-19	-13	-18	14	1	-3	-6
38	CC(=O)NC1CC2CCCC(C1)N2 (stereo not given)	10	0	0	9	-13	3	2	6	-5
39	CCn1ccnc1CN1CCCC(C(=O)c2ccc(OC)cc2OC)C1 (stereo not given)	2	-1	0	0	6	2	12	-3	-5
40	Cc1cc(Cl)ccc1OCC(=O)N1CCN(C)CC1	-8	-2	-1	-8	-6	7	-3	3	-8
41	COc1ccc2c3c([nH]c2c1)C(C)=NCC3	4	73*	4	19	nt	3	-13	8	-3
42	CN1Cc2c(c(C#N)c(N)n(C)c2=S)CC1(C)C	-5	-56	-18	13	-12	2	15	4	-4
43	O=C(CNC(=O)c1cccc(Cl)c1)Nc1ccc(Br)cc1C(=O)c1ccccc1	-38	0	0	-3	0	18	2	3	-11
44	CCC(=NCCN1CCCCC1)c1c(O)n(C)c(=O)n(C)c1=O	-23	4	1	-7	2	-2	16	1	2
45	CN1C2C=C(N(C(=O)c3ccc(Cl)cc3)c3ccccc3)CC1CC2 (stereo not given)	2	-2	-2	-11	-25	3	2	4	-8
46	O=c1[nH]c(=O)n(-c2ccc(Cl)cc2)c(O)c1C=Nc1ccc(S(=O)(=O)Nc2nccs2)cc1	13	-17	-5	-13	-12	9	-3	4	-5
47	CCN1CCN(Cc2nnnn2C(C)(C)C)CC1	-30	2	3	-7	-8	-1	2	-2	-3
48	COc1ncccc1C(=O)NCC(CC(=O)O)c1ccccc1 (stereo not given)	15	3	-2	10	-6	-4	-1	8	-4
49	O=C(Cn1nc(Cc2cccnc2)c2ccccc2c1=O)N1CCC2(CC1)OCCO2	6	0	0	4	-8	-1	0	3	-1
50	O=C(c1ccccc1)c1ccc(N=Nc2c(O)[nH]c(=O)[nH]c2=O)cc1	2	-23	-13	-6	-3	0	-11	0	-1
51	CC1CN=C(NCc2ccccc2)S1 (stereo not given)	-5	1	0	5	-14	-3	5	4	5
52	CCCN(CC#CCO)CCC	-10	-2	-3	-9	-6	6	1	1	-4
53	CN1CCN(c2nc3ccccc3c(=O)n2-c2ccccc2)CC1	-3	4	1	-23	-50	-3	-3	1	-1
54	O=c1[nH]c(=S)n(C2CC2)c(O)c1C=NCCN1CCOCC1	1	3	1	-9	-6	nt	-6	3	3
55	CNC(=O)c1cccn(Cc2cccc(C(F)(F)F)c2)c1=O	5	-2	1	6	-14	1	-6	3	-4
56	Cn1c(O)c(/C=N/N2CCOCC2)c(=O)[nH]c1=S	3	-3	0	10	-13	nt	3	8	-4

Going on with the list:
item	canonical_smiles	NPY1 pot ag	Runt-SMMHC FRET	Runt-CBFb FRET	NPY2 pot ag	MDM2 E3 inh	NPY Y1 blocker	Hck Nef HTS	p97 ATPase inh	RBBP9 inhibitor
57	O=C1NC(=S)NC(=O)C1=Cc1cccc2cc3ccccc3cc12	15	-46	-22	-3	11	nt	1	11	-4
58	O=C(O)CCn1cc(C=C2C(=O)NC(=O)NC2=O)c(-c2ccc(Br)cc2)n1	-11	9	15	3	-7	-4	14	3	-10
59	COc1ccc(C(C)=O)cc1CC(C(=O)c1ccccc1)N(C)C (stereo not given)	-16	2	0	5	-2	8	3	7	1
60	CN(C)C(=O)Oc1cccc2c(OC(=O)N(C)C)cccc12	13	3	1	1	-21	-7	-2	3	2
61	CCn1cc(CN2CCCC(C(=O)c3cccc(OC)c3)C2)c(C)n1 (stereo not given)	10	0	1	-5	-13	1	19	1	-4
62	CCN1CCN(Cc2ccccc2C)CC1	-12	3	0	-11	7	5	-16	-2	-5
63	CN1C(=O)C(=CN2CCN(C(=O)c3ccco3)CC2)C(=O)N(C)C1=S	0	4	2	-4	-3	7	6	3	-4
64	O=C(/C=C/c1ccc2c(c1)OCO2)c1c(O)n(CCC2=CCCCC2)c(=O)[nH]c1=O	-10	-42	-7	12	3	0	5	7	1

This is a subset, so the mix of outcomes need not match the whole.
